Screening data (PubChem BioAssay)
HIV peptide binding: inhibitors of HIV fusion peptide binding, primary screen, biochemical, uHTS, fluorescence dequenching (AID 1986) | cell-free peptide binding, fluorescence dequenching, 30 min; higher % means a stronger effect | inhibition, % at 20 µM, or IC50 in µM where a hit was titrated | actives 0.3% (n = 290,000); in the data active means inhibition mostly above about 52%, no sharp cut-off; inactive means mostly below about 76%; further: some results filed as inactive read as strong as hits
MgcRacGAP inhibition: MgcRacGAP GTPase-activating activity inhibitors, confirmation, biochemical, ADP Hunter fluorescence; MgcRacGAP-stimulated Rac1 GTP hydrolysis, ADP Hunter fluorescence; higher % means a stronger effect; GST-tagged Rac1 F28L mutant substrate; inhibition, % at 30 µM; hits with a dose series show IC50 in µM; actives 0.6% (n = 340,000); AID 624330;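 active means first-screen hits whose inhibition reached a set limit at any dose in the follow-up dose series; inconclusive means inhibition above the set first-screen limit but never retested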;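 further: fluorescence reports GDP produced by GAP-driven GTP hydrolysis; strong numbers were not always called active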
SIAH1 antagonists: blockers of Siah-1 interaction with plectin peptide – biochemical, fluorescence polarization, rhodamine-plectin, uHTS, primary screen (AID 1817). Siah-1 / rhodamine-plectin peptide fluorescence polarization; higher % means a stronger effect. one-dose displacement, % at 20 µM; IC50 in µM for titrated hits. actives 0.02% (n = 290,000);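 active means displacement of at least 50% at 20 µM, with a fluorescence ratio check between 0.3 and a set limit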;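 further: plate controls were Siah plus tracer with DMSO for no effect and tracer alone without Siah for full effect; strong numbers were not always called active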
NTR1 ag: agonists of NTR1, primary screen, imaging, U2OS cells, beta-arrestin-GFP, high content (AID 493036); actives 0.17% (n = 330,000); activation, % at 20 µM; NTR1-U2OS beta-arrestin-GFP spot imaging, agonist mode;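 active means activation at or above 40% of the spot to cytoplasm intensity ratio, with at least 20 cells analyzed; inconclusive means wells under 20 cells, flagged as cytotoxic or low count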;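 further: 0% = DMSO without peptide and 100% = 100 nM NTR1 peptide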
Target sequence (P30989 whole entry, looked up): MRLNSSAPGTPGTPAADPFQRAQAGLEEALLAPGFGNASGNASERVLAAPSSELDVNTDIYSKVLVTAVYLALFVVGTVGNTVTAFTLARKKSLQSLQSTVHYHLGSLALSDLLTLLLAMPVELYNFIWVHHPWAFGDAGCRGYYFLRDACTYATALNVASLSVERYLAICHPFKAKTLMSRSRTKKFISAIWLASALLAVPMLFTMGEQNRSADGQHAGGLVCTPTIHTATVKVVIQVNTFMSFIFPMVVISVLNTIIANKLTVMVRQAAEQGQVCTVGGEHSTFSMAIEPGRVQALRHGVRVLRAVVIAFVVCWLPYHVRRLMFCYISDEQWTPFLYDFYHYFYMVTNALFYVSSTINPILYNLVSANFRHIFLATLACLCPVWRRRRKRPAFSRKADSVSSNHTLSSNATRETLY
PhoP inhibition: inhibitors of PhoP regulon expression, primary screen, Salmonella Typhimurium, GFP reporter (AID 1863) | actives 0.16% (n = 300,000) | inhibition, % at 50 µM; hits with a dose series show IC50 in µM | S. Typhimurium PhoP-regulated promoter GFP reporter, 4 h; higher % means a stronger effect;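 active means inhibition over 29.93%, a cutoff 3 SD above the screen mean, later confirmed by dose response; inconclusive means inhibition over 29.93% but no dose response follow-up; inactive means inhibition at most 29.93% or unconfirmed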;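 further: 0% = low Mg2+ inducing control and 100% = high Mg2+ repressing control; strong numbers were not always called active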
Myeloid diff 2: promotes myeloid progenitor differentiation; ER-HoxA9 myeloid progenitors, lysozyme-GFP differentiation, flow cytometry; calls only at 10 µM; actives 1% (n = 360,000);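 active means normalized GFP-positive differentiation at or above the plate's own cutoff, the solvent-only control mean plus 3 SD; inconclusive means no clear call, values can overlap the other calls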;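 further: cells exposed to compound for four days before flow analysis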
LYP inhibition: PTPN22 lymphoid phosphatase activity blockers – biochemical, fluorescence intensity, uHTS (AID 1779). recombinant LYP phosphatase, fluorescence intensity; higher % means a stronger effect. inhibition, % at 11.5 µM, or IC50 in µM where a hit was titrated. actives 0.054% (n = 290,000); in the data active means inhibition above about 50%;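 further: plate controls were vehicle with enzyme for no effect and no enzyme for full effect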
GPR35 antagonists: inhibition of zaprinast-stimulated GPR35 beta-arrestin translocation – imaging, U2OS, beta-arrestin-GFP, zaprinast agonist, primary screen (AID 2058). U2OS GPR35 beta-arrestin-GFP translocation imaging, zaprinast antagonism; higher % means a stronger effect. inhibition, % at 10 µM, or IC50 in µM where a hit was titrated. actives 0.052% (n = 290,000);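 active means inhibition of at least 50% with at least 30 cells and total cytoplasm GFP at most 10,000,000; inconclusive means under 30 cells or total GFP of 10,000,000 plus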
GPR55 LPI antagonism: inhibition of LPI-stimulated GPR55 beta-arrestin translocation – imaging, U2OS, beta-arrestin-GFP, LPI agonist, primary screen (AID 2013); U2OS GPR55 beta-arrestin-GFP translocation imaging, LPI antagonism; higher % means a stronger effect; inhibition, % at 10 µM; hits with a dose series show IC50 in µM; actives 0.13% (n = 290,000);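 active means spots per cell inhibited over 60%, with over 100 cells counted and total cytoplasm intensity under 500,000; inconclusive means wells with under 100 cells, flagged as likely toxic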;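 further: U2OS cells stably carrying GPR55 and arrestin-GFP stimulated by 5 µM LPI near EC80; imaged beta-arrestin-GFP aggregate spots per cell after agonist stimulation; plate controls were LPI-stimulated DMSO wells for no effect and DMSO wells without LPI for full effect; some results filed as inactive read as strong as hits; confirmed hits need IC50 under 10 µM and bright autofluorescent wells are also inconclusive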
NTR1 ag cell count 20 µM: second read-out of NTR1 ag, no call of its own (marks repeat the call); cell count; measured here: cell count, cytotoxicity flag
Myeloid diff 2 GFP+ MAC1+ %: second read-out of Myeloid diff 2, no call of its own (marks repeat the call); GFP+ MAC1+ double positive, %; measured here: differentiation confirmed by MAC1 staining
Starred values were filed as active, the others as inactive; i = inactive; ? = inconclusive; nt = not tested or not shown; + = active, no number.

Molecule,HIV peptide binding,MgcRacGAP inhibition,SIAH1 antagonists,NTR1 ag,NTR1 ag cell count 20 µM,PhoP inhibition,Myeloid diff 2,Myeloid diff 2 GFP+ MAC1+ %,LYP inhibition,GPR35 antagonists,GPR55 LPI antagonism
Cc1c(NS(=O)(=O)c2ccc(NC3CCCC3)c([N+](=O)[O-])c2)c(=O)n(-c2ccccc2)n1C,0.5%,6%,-4%,0.5,39,-7%,i,0.1,-4%,-12%,2%
S=C(Nc1ccccc1)Nc1ccc(Br)cn1,1.4%,11%,-3%,2.2,77,-5%,i,0.3,-7%,-5%,-2%
Cc1ccccc1/C=N/Nc1nc2ccccc2c(=O)n1O,-0.8%,12%,12%,1.0,56,-14%,i,0.5,-4%,5%,-1%
Nc1nc2c(c(=O)[nH]1)CN(Cc1ccccc1)CC2,nt,0%,nt,-2.3,83,-6%,i,3.9,nt,nt,nt
CCOC(=O)C1CCCN(C(=O)CCCn2nnnc2CN2CCOCC2)C1 (centres undefined),0.8%,7%,0%,-1.0,58,nt,i,6.7,-10%,8%,1%
c1cnc(SCCCOc2ccc3ccccc3c2)nc1,-0.7%,8%,3%,-5.8,111,9%,i,1.4,-6%,-14%,-1%
Cc1ccc(C)c(NC(=O)CS(=O)(=O)c2cn(C)c3ccccc23)c1,-3.6%,-1%,-4%,-1.1,34,-25%,i,14,-7%,2%,7%
CCOC(=O)c1ccc(NC(=O)CSC2=NC(=O)C(CC)C(=O)N2)cc1 (centres undefined),-0.9%,6%,-2%,0.1,77,-5%,i,0.9,-8%,-5%,10%
Cc1csc(N(C(=O)c2cccc(S(=O)(=O)N3CCCC3)c2)c2ccccc2)n1,-0.4%,13%,-2%,-0.6,37,-8%,i,0.9,-3%,-4%,5%
Cc1cccc(NCN2C(=O)C3C4C=CC(C4)C3C2=O)c1 (centres undefined),44%,-1%,2%,1.1,61,9%,i,3.9,-2%,12%,4%
CN(C)S(=O)(=O)c1cccc(NC(=O)c2ccc(-n3cncn3)c([N+](=O)[O-])c2)c1,nt,4%,nt,0.6,56,-1%,i,0.7,nt,nt,nt
O=C(CSc1ccccn1)Nc1ccc2c(c1)oc1ccccc12,0.7%,3%,-2%,0.2,50,22%,i,0.2,2%,2%,2%
COc1cccc(OCC(=O)NNC(=O)CCc2ccccc2)c1,-0.8%,6%,0%,0.7,46,-5%,i,0.1,0%,13%,6%
Cc1nn(CC(=O)NN)c(C)c1Br,-0.6%,nt,8%,0.9,54,-8%,i,0.5,-8%,16%,-6%
O=S(=O)(NCc1ccc(Cl)cc1)NCc1ccccc1F,-0.4%,7%,2%,-1.5,83,-7%,i,0.6,0%,-6%,11%
COc1ccc(OC(C)C(=O)Nc2cccnc2)cc1 (centres undefined),0.6%,0%,2%,0.1,85,-6%,i,0.2,-6%,6%,2%
COc1ccccc1NC(=O)C1CCN(S(=O)(=O)c2ccc3c(c2)CC(C)N3C(C)=O)CC1 (centres undefined),-1.6%,8%,2%,-0.4,45,9%,i,4.4,-10%,-1%,9%
COc1ccc(CNC(=O)C(c2ccncc2)N(C(=O)Cc2cccs2)c2cccc(C)c2)cc1 (centres undefined),0.3%,-5%,-3%,-0.1,44,9%,i,0.6,-1%,-9%,16%
O=C(COC(=O)c1ccc(Cl)c(Cl)c1)NC1CCCC1,0.8%,6%,3%,1.2,97,-7%,i,0.4,-5%,-8%,10%
COc1ccc(OC)c(NC(=O)Cc2coc3ccc4ccccc4c23)c1,-3.7%,13%,1%,4.2,71,4%,i,0.9,-2%,-3%,7%
O=C(NCCCn1ccnc1)C(=O)NCC1OCCN1S(=O)(=O)c1ccc2c(c1)OCCO2 (centres undefined),-0.7%,-7%,-7%,-1.0,61,-5%,i,1.7,-8%,-11%,6%
Cc1c(Nc2nc(C(F)(F)F)nc3ccccc23)c(=O)n(-c2ccccc2)n1C,-0.8%,6%,0%,-0.1,67,-11%,i,0.1,-8%,5%,2%
CC(OC(=O)CCCOc1ccccc1)C(=O)NC(N)=O (centres undefined),-2.1%,9%,-3%,-2.0,93,3%,i,1.0,-5%,-10%,-6%
O=C(Nc1ccc(C(=O)N2CCCC2)cc1)c1ccccc1F,0.9%,1%,-2%,-0.2,64,-1%,i,1.6,-4%,-2%,7%
O=C(Nc1ccc(Cl)cc1)Nc1nnc(CSCc2ccccc2Cl)s1,2.7%,12%,3%,3.3,95,-3%,i,0.1,-4%,-4%,6%
CN(C)S(=O)(=O)c1ccc2c(c1)c(=O)c(C(=O)NCCCN1CCCCCC1)cn2C,-0.2%,-7%,3%,0.1,47,-7%,i,1.5,-4%,-3%,-2%
Cc1ccc(C(C)NC(=S)NCc2ccc(F)cc2)c(C)c1 (centres undefined),-2.2%,0%,-3%,3.0,60,-6%,i,0.0,-4%,-8%,10%
CN(C)S(=O)(=O)N(CC(=O)Nc1ccc2ccccc2c1)c1ccccc1,0.9%,-2%,-5%,3.4,60,-5%,i,0.6,-3%,2%,3%
Cc1ccc(S(=O)(=O)NCC(=O)N(CC(=O)NCc2ccco2)C2CCCC2)cc1,-0.5%,2%,-1%,-2.5,38,0%,i,0.5,-5%,9%,-2%
Cc1c(NC(=O)C2CCCN2S(=O)(=O)c2ccccc2)c(=O)n(-c2ccccc2)n1C (centres undefined),-1.7%,-3%,-8%,-1.7,64,0%,i,0.3,-8%,-3%,6%
CC(=O)c1c(C)[nH]c(C(=O)CSc2nnc(-c3ccccc3)o2)c1C,4.4%,16%,6%,4.3,43,-2%,i,1.1,-8%,7%,20%
CC1(C)CC(N(Cc2ccc(F)cc2)C(=O)c2ccc(F)cc2)CCO1 (centres undefined),0.4%,-5%,16%,-0.4,58,-5%,i,0.0,-10%,6%,5%

Reprinted from the part before: three compounds, followed by the next part.
Molecule,HIV peptide binding,MgcRacGAP inhibition,SIAH1 antagonists,NTR1 ag,NTR1 ag cell count 20 µM,PhoP inhibition,Myeloid diff 2,Myeloid diff 2 GFP+ MAC1+ %,LYP inhibition,GPR35 antagonists,GPR55 LPI antagonism
Cc1c(NC(=O)C2CCCN2S(=O)(=O)c2ccccc2)c(=O)n(-c2ccccc2)n1C (centres undefined),-1.7%,-3%,-8%,-1.7,64,0%,i,0.3,-8%,-3%,6%
CC(=O)c1c(C)[nH]c(C(=O)CSc2nnc(-c3ccccc3)o2)c1C,4.4%,16%,6%,4.3,43,-2%,i,1.1,-8%,7%,20%
CC1(C)CC(N(Cc2ccc(F)cc2)C(=O)c2ccc(F)cc2)CCO1 (centres undefined),0.4%,-5%,16%,-0.4,58,-5%,i,0.0,-10%,6%,5%
O=c1c2ccccc2ncn1CCOc1ccccc1[N+](=O)[O-],-1.0%,5%,1%,0.5,44,-7%,i,0.1,0%,-14%,6%
C/C(N)=C(/C#N)C(=O)COC(=O)c1ccccc1O,4.0%,-5%,5%,0.2,34,-4%,i,0.2,-12%,-8%,10%
O=C(NC(NCc1ccccn1)(C(F)(F)F)C(F)(F)F)c1ccco1,3.3%,7%,-1%,0.4,77,10%,i,0.8,-6%,-4%,2%
COc1ccc(-n2c(C)cc(C(=O)Cn3nc(C(=O)O)c4ccccc4c3=O)c2C)cc1,-1.0%,-1%,-9%,5.0,39,36%,i,0.7,-10%,8%,6%
O=C(N1CCOCC1)C1(S(=O)(=O)c2ccccc2)CC=CC1,1.7%,8%,0%,1.2,93,-3%,i,1.5,-8%,-3%,-12%
Nc1ccccc1C(=O)NNC(=O)C(=O)/C=C(\O)c1ccccc1,17%,nt,5%,0.4,43,0%,i,0.5,-5%,-2%,-14%
CCOC(=O)Cc1csc(NC(=O)CSc2nc(=O)[nH]c3c2CCCC3)n1,nt,4%,nt,4.0,57,-2%,i,0.3,nt,nt,nt
C#CCNC(=O)C1=C[C@@H](C2CCCCC2)[C@H](CCCO)[C@@H](OCC)O1,0.3%,12%,1%,2.1,56,1%,i,0.8,-2%,-7%,-2%
CCOc1c(OC(C)=O)ccc(/C=C2\N=C(SCC)SC2=O)c1[N+](=O)[O-],-3.5%,18%,1%,-0.9,79,-2%,i,0.6,-5%,0%,4%
COc1ccc(Sc2nc3ccccc3n3c(C(F)(F)F)nnc23)cc1,2.2%,5%,-1%,3.4,84,-1%,i,0.5,-6%,11%,18%
CN(C)c1ccc(-c2nn3c(-c4ccccc4Cl)nnc3s2)cc1,-5.6%,10%,-1%,4.7,68,0%,?,nt,1%,-2%,nt
O=c1cc(Nc2ccc3c(c2)OCO3)[nH]c(=O)n1-c1ccc(Br)cc1,23%,2%,5%,6.2,50,-19%,i,2.0,-4%,-4%,11%
CC(C)n1cnc2c(=S)nc[nH]c21,-0.5%,2%,7%,-0.8,86,-3%,i,0.2,-1%,0%,4%
CC(C)CCNC(=O)C(c1ccc(O)cc1)N(C(=O)C1COc2ccccc2O1)c1cccc(O)c1 (centres undefined),0.0%,10%,3%,0.2,51,-2%,i,0.2,-3%,0%,10%
COCCCNC(=O)c1c(NC(=O)c2cccs2)sc2c1CCCC2,-2.8%,7%,2%,3.8,32,4%,i,1.9,-6%,14%,9%
CCC(C)N(C(=O)CSc1ncnc2c1cnn2-c1ccccc1)C1CCS(=O)(=O)C1 (centres undefined),nt,2%,nt,-0.4,68,2%,i,0.4,nt,nt,nt
O=C(c1ccoc1)N1CCC2(CC1)Oc1ccc(F)cc1C(=O)C21CC(c2ccccc2)=NO1 (centres undefined),-1.7%,3%,16%,14,100,0%,i,1.8,7%,-18%,7%
C=CCc1cccc2ccc(=O)oc12,-1.3%,0%,-4%,2.6,80,-6%,+,5.5*,-1%,-1%,-14%
